# Screening data deposited in PubChem by Broad Institute.
# Mtb BioA inh = M. tuberculosis BioA enzyme inhibitors, primary screen, biochemical, plate reader, single point, HTS; 7,8-diaminopelargonic acid synthase BioA (Mycobacterium tuberculosis); purified M. tuberculosis BioA enzyme; inhibition, % at 9.99 µM; 360,000 tested, 0.096% active; in the data active means inhibition above about 40%
# Starred values were filed as active, the others as inactive. The list is partial (hit frequency here may not be typical).
canonical_smiles | Mtb BioA inh
CCC(=O)Nc1ccc2c(c1)C(=O)N(C)C[C@H](OC)[C@H](C)CN[C@H](C)CO2 | 0.7
CC(C)CC#Cc1ccc2c(c1)O[C@H](CN(C)C(=O)C1CCC1)[C@@H](C)CN([C@@H](C)CO)S2(=O)=O | 0.3
C[C@@H]1CN([C@H](C)CO)C(=O)Cc2cc(NC(=O)CCCCCC(=O)Nc3ccccc3N)ccc2O[C@H]1CN(C)CC1CCCCC1 | -1.4
Cc1ccc(S(=O)(=O)Nc2ccc3c(c2)C(=O)N([C@H](C)CO)C[C@H](C)[C@@H](CN(C)C(=O)c2ccncc2)OCCCC[C@H](C)O3)cc1 | 0.9
CO[C@H]1CN(C)C(=O)c2ccc(NS(=O)(=O)c3cn(C)cn3)cc2OC[C@@H](C)N(CC2CC2)C[C@@H]1C | -0.5
Cc1ccc(-c2ccc([C@H]3[C@@H](CO)N4CCCCN(C(=O)c5ccncc5)C[C@H]34)cc2)cc1 | -0.2
O=C(C[C@@H]1C=C[C@H](NC(=O)c2ccc3c(c2)OCO3)[C@@H](CO)O1)NCc1ccc(Oc2ccccc2)cc1 | -0.9
O=C(N[C@H]1CC[C@H](CCNS(=O)(=O)c2ccc(F)cc2)O[C@H]1CO)c1cccnc1 | 2.6
C[C@H](CO)N1C[C@H](C)[C@@H](CN(C)C)Oc2ccc(NS(=O)(=O)c3ccc(F)cc3)cc2C1=O | -3.7
O=C(CN1CCOCC1)N[C@@H]1CC[C@H](CCNC(=O)C2CCC2)O[C@@H]1CO | -1.1
CCC(=O)Nc1ccc2c(c1)C(=O)N(C)C[C@@H](OC)[C@@H](C)CN(C(C)=O)[C@H](C)CO2 | -1.8
CCCNC(=O)[C@@H]1[C@@H](CO)[C@@H]2Cn3c(ccc(C4=CCCC4)c3=O)[C@@H]2N1C(=O)CC1CC1 | -2.1
N#C[C@@H]1[C@@H](c2ccc(C#CC3CCCCC3)cc2)[C@H](CO)N1C(=O)c1cccc(F)c1 | -2.2
CCC(=O)Nc1ccc2c(c1)OC[C@@H](C)N(Cc1ccncc1)C[C@H](C)[C@H](OC)CN(C)C2=O | 0.6
CCC(=O)Nc1ccc2c(c1)C(=O)N(C)[C@@H]1CC[C@@H](CC(=O)NCC3CC3)O[C@@H]1CO2 | -2.4
C[C@@H]1CN([C@H](C)CO)C(=O)Cc2cc(NC(=O)CCC(F)(F)F)ccc2O[C@H]1CN(C)S(=O)(=O)c1ccc(Cl)cc1 | -0.3
CC(=O)N1CCCCN2[C@H](C1)[C@@H](c1ccc(-c3cccc(C(=O)N(C)C)c3)cc1)[C@@H]2CO | 4.4
CCC(=O)N1C[C@@H](O)COC[C@H]2O[C@H](CC(=O)NCc3cc(F)cc(F)c3)CC[C@@H]21 | 0.5
O=C(C[C@H]1C[C@H]2c3cc(NC(=O)c4ccc5c(c4)OCO5)ccc3O[C@H]2[C@H](CO)O1)NC1CCCCC1 | -1.5
Cc1noc(C)c1S(=O)(=O)Nc1ccc2c(c1)CC(=O)N([C@H](C)CO)C[C@@H](C)[C@H](CN(C)C(=O)NC1CCCCC1)O2 | -1.3
O=C(C[C@H]1CC[C@@H]2[C@H](COC[C@@H](O)CN2CC2CCCCC2)O1)NCC1CC1 | 0.2
COc1ccc(CN(C)C[C@H]2Oc3ccc(NS(=O)(=O)c4ccc(Cl)cc4)cc3CC(=O)N([C@@H](C)CO)C[C@H]2C)cc1 | -0.8
O=C(C[C@H]1CC[C@H](NC(=O)c2ccc(F)cc2)[C@H](CO)O1)NCCc1ccccc1 | 0.6
COc1ccc(S(=O)(=O)N(C)C[C@@H]2Oc3c(NS(=O)(=O)c4cn(C)cn4)cccc3C(=O)N([C@H](C)CO)C[C@H]2C)cc1 | 0.0
COC(=O)[C@@H]1[C@@H](CO)[C@@H]2Cn3c(ccc(-c4cccc(F)c4)c3=O)[C@@H]2N1CC1CC1 | 2.5
C[C@H](CO)N1C[C@H](C)[C@H](CN(C)S(C)(=O)=O)Oc2ccc(NS(C)(=O)=O)cc2C1=O | 1.1
C[C@H]1CCCCO[C@H](CN(C)C(=O)Nc2cccc3ccccc23)[C@@H](C)CN([C@@H](C)CO)C(=O)c2cc(NC(=O)c3ccccc3)ccc2O1 | -0.2
COc1ccc(CN(C)C[C@@H]2OCCCC[C@H](C)Oc3ccc(NC(=O)Nc4ccc(F)cc4)cc3C(=O)N([C@H](C)CO)C[C@@H]2C)cc1 | -0.6
CCC(=O)Nc1ccc2c(c1)C(=O)N(C)[C@H]1CC[C@H](CC(=O)NCC3CC3)O[C@@H]1CO2 | 0.1
O=C(C[C@H]1CC[C@H]2[C@@H](COC[C@@H](O)CN2Cc2cc(F)ccc2F)O1)N[C@H]1CCN(Cc2ccccc2)C1 | 2.1
COc1ccc(S(=O)(=O)N2CCCCN3[C@H](CO)[C@@H](c4ccc(C#CCC(C)C)cc4)[C@@H]3C2)cc1 | 0.0
C[C@H](CO)N1C[C@H](C)[C@H](CN(C)C(=O)Nc2cccc3ccccc23)Oc2c(NC(=O)Nc3ccccc3)cccc2C1=O | 2.5
COc1ccc(S(=O)(=O)N(C)C[C@H]2Oc3ccc(NC(=O)C4CC4)cc3C(=O)N([C@@H](C)CO)C[C@@H]2C)cc1 | 0.5
C[C@H](CO)N1C[C@H](C)[C@H](CN(C)S(=O)(=O)c2ccccc2)Oc2ccc(NS(=O)(=O)c3ccccc3)cc2CC1=O | 10
Cc1noc(C)c1NC(=O)N[C@@H]1CC[C@@H](CC(=O)Nc2ccc(-c3ccccc3)cc2)O[C@@H]1CO | -0.9
C[C@H](O)C#Cc1cnc2c(c1)C(=O)N([C@H](C)CO)C[C@H](C)[C@@H](CN(C)C(=O)CC1CC1)O2 | 0.0
CC(C)NC(=O)Nc1ccc2c(c1)CC(=O)N([C@@H](C)CO)C[C@@H](C)[C@@H](CN(C)C(=O)NC(C)C)O2 | -1.1
C[C@H](CO)N1C[C@H](C)[C@H](CN(C)CC2CCCCC2)Oc2ccc(NC(=O)Cn3cnnn3)cc2C1=O | -1.0
C[C@H](NC(=O)[C@@H]1[C@@H](CO)[C@@H]2Cn3c(cccc3=O)[C@H]1N2C(=O)C1CCCC1)c1ccccc1 | -0.7
C[C@@H]1CN([C@H](C)CO)C(=O)c2cc(-c3cccc(F)c3)cnc2O[C@H]1CN(C)S(=O)(=O)c1cccc(F)c1 | 6.7
O=C(C[C@@H]1C[C@H]2c3cc(NS(=O)(=O)c4ccc(F)cc4)ccc3O[C@H]2[C@@H](CO)O1)N1CCCCC1 | 1.2
C[C@H](CO)N1C[C@H](C)[C@H](CN(C)CC2CC2)Oc2c(cccc2N(C)C)C1=O | -1.1
C[C@@H]1CN([C@H](C)CO)C(=O)Cc2cc(NS(=O)(=O)c3cn(C)cn3)ccc2O[C@@H]1CN(C)C(=O)NC1CCCCC1 | -0.7
C[C@@H]1CN([C@H](C)CO)C(=O)c2cccc(NC(=O)C3CCCCC3)c2O[C@H]1CN(C)Cc1ccc(C(=O)Nc2ccccc2N)cc1 | 0.0
C[C@H]1CN([C@@H](C)CO)C(=O)c2cc(C3=CCCCC3)cnc2O[C@H]1CN(C)C(=O)c1ccc2c(c1)OCO2 | 32
O=C(NC1Cc2ccccc2C1)[C@@H]1N[C@@H]2c3ccc(C4=CCCCC4)c(=O)n3C[C@@H]2[C@H]1CO | -1.1
CN1C(=O)c2cc(NC(=O)c3ccccc3Cl)ccc2OC[C@H]2O[C@H](CC(=O)NCC(F)(F)F)CC[C@H]21 | -2.5
C[C@@H]1CN([C@H](C)CO)C(=O)c2cccc(NS(=O)(=O)c3ccc(F)cc3)c2O[C@@H]1CN(C)Cc1ccncc1 | -1.5
C[C@H]1CN([C@@H](C)CO)C(=O)c2cc(NC(=O)C3CCCCC3)ccc2O[C@@H]1CN(C)C(=O)Nc1ccc(C(F)(F)F)cc1 | 2.9
CO[C@H]1CN(C)C(=O)c2ccc(NC(=O)C3CC3)cc2OC[C@@H](C)NC[C@@H]1C | 0.7

# 3 of the compounds above, as labelled records:
C[C@@H]1CN([C@H](C)CO)C(=O)Cc2cc(NS(=O)(=O)c3cn(C)cn3)ccc2O[C@@H]1CN(C)C(=O)NC1CCCCC1
  Mtb BioA inh: -0.7

C[C@@H]1CN([C@H](C)CO)C(=O)c2cccc(NC(=O)C3CCCCC3)c2O[C@H]1CN(C)Cc1ccc(C(=O)Nc2ccccc2N)cc1
  Mtb BioA inh: 0.0

C[C@H]1CN([C@@H](C)CO)C(=O)c2cc(C3=CCCCC3)cnc2O[C@H]1CN(C)C(=O)c1ccc2c(c1)OCO2
  Mtb BioA inh: 32

# Remaining list, next part
canonical_smiles | Mtb BioA inh
CC(=O)N(C)C[C@@H]1Oc2cc(-c3ccncc3)ccc2S(=O)(=O)N([C@H](C)CO)C[C@@H]1C | 0.4
Cc1noc(C)c1S(=O)(=O)Nc1ccc2c(c1)CC(=O)N([C@@H](C)CO)C[C@H](C)[C@H](CN(C)Cc1ccc(C(=O)O)cc1)O2 | -0.8
Cc1noc(C)c1NC(=O)Nc1ccc2c(c1)C(=O)N([C@H](C)CO)C[C@H](C)[C@H](CN(C)C(=O)Nc1cccc3ccccc13)OCCCC[C@H](C)O2 | 5.7
C[C@@H]1CN([C@H](C)CO)C(=O)c2cccc(NC(=O)Nc3ccc4c(c3)OCO4)c2O[C@H]1CN(C)Cc1ccc(-c2ccccc2)cc1 | 1.0
CCCC#Cc1ccc([C@H]2[C@H]3CN(CC4CCOCC4)CCCCN3[C@H]2CO)cc1 | -0.7
C[C@@H]1CN([C@@H](C)CO)C(=O)Cc2cc(NS(C)(=O)=O)ccc2O[C@@H]1CN(C)Cc1ccc(-c2ccccc2)cc1 | 1.4
Cc1ccc(S(=O)(=O)N[C@H]2CC[C@@H](CCn3cc(C4CCCCC4)nn3)O[C@H]2CO)cc1 | 0.0
CC(C)(O)C#Cc1ccc([C@@H]2[C@H](CO)N3CCCCN(S(C)(=O)=O)C[C@@H]23)cc1 | 0.5
C[C@@H]1CN([C@@H](C)CO)C(=O)Cc2cc(NS(=O)(=O)c3cn(C)cn3)ccc2O[C@H]1CN(C)C(=O)Nc1ccc2c(c1)OCO2 | -1.5
C[C@H](CO)N1C[C@H](C)[C@@H](CN(C)Cc2ccc(Cl)c(Cl)c2)Oc2ccc(NC(=O)CCN3CCOCC3)cc2CC1=O | -2.4
CNC[C@@H]1Oc2ccc(NC(=O)CCC(F)(F)F)cc2C(=O)N([C@H](C)CO)C[C@@H]1C | -2.0
Cc1ccc(S(=O)(=O)N[C@H]2CC[C@H](CCNS(=O)(=O)Cc3ccccc3)O[C@@H]2CO)cc1 | 2.1
C[C@H](CO)N1C[C@H](C)[C@H](CN(C)C(=O)Nc2ccccc2)Oc2ccc(NC(=O)CCN3CCOCC3)cc2CC1=O | -2.2
COc1cccc(NC(=O)N2C[C@H](O)COC[C@H]3O[C@H](CC(=O)NC4CCC4)CC[C@@H]32)c1 | -0.4
O=S(=O)(N[C@@H]1CC[C@@H](CCn2cc(Cc3ccccc3)nn2)O[C@@H]1CO)c1ccccc1F | 0.7
O=C(Nc1ccc(C(F)(F)F)cc1)Nc1ccc2c(c1)[C@H]1C[C@H](CC(=O)N3CCc4ccccc4C3)O[C@H](CO)[C@H]1O2 | -2.5
CS(=O)(=O)Nc1ccc2c(c1)[C@H]1C[C@@H](CC(=O)NCc3cccnc3)O[C@H](CO)[C@H]1O2 | 0.1
COc1cccc(NC(=O)C[C@H]2CC[C@H]3[C@H](COc4ccc(NC(C)=O)cc4C(=O)N3C)O2)c1 | 1.0
C[C@@H]1CN([C@@H](C)CO)S(=O)(=O)c2ccc(-c3cccc(C#N)c3)cc2O[C@H]1CN(C)C(=O)c1ccc(F)cc1 | -0.8
C[C@H](CO)N1C[C@H](C)[C@@H](CN(C)Cc2ccc(C(=O)O)cc2)Oc2c(NS(C)(=O)=O)cccc2C1=O | -1.4

# Taken from above.
# Mtb BioA inh, `C[C@H](CO)N1C[C@H](C)[C@H](CN(C)C(=O)Nc2ccccc2)Oc2ccc(NC(=O)CCN3CCOCC3)cc2CC1=O` → -2.2
# Mtb BioA inh, `CNC[C@@H]1Oc2ccc(NC(=O)CCC(F)(F)F)cc2C(=O)N([C@H](C)CO)C[C@@H]1C` → -2.0
# Mtb BioA inh, `Cc1ccc(S(=O)(=O)N[C@H]2CC[C@H](CCNS(=O)(=O)Cc3ccccc3)O[C@@H]2CO)cc1` → 2.1
# Mtb BioA inh, `C[C@H](CO)N1C[C@H](C)[C@@H](CN(C)Cc2ccc(C(=O)O)cc2)Oc2c(NS(C)(=O)=O)cccc2C1=O` → -1.4
# Mtb BioA inh, `COc1cccc(NC(=O)C[C@H]2CC[C@H]3[C@H](COc4ccc(NC(C)=O)cc4C(=O)N3C)O2)c1` → 1.0
# Mtb BioA inh, `CS(=O)(=O)Nc1ccc2c(c1)[C@H]1C[C@@H](CC(=O)NCc3cccnc3)O[C@H](CO)[C@H]1O2` → 0.1

# The results go on:
canonical_smiles | Mtb BioA inh
CC(C)NC(=O)Nc1ccc2c(c1)C(=O)N([C@H](C)CO)C[C@H](C)[C@@H](CN(C)C(=O)Nc1ccc(F)cc1)O2 | -1.9
CC(=O)N[C@H]1CC[C@H](CCNC(=O)Nc2ccc(C(F)(F)F)cc2)O[C@@H]1CO | 4.8
CO[C@H]1CN(C)C(=O)c2cc(NC(=O)Nc3ccccc3)ccc2OC[C@H](C)N(C(C)=O)C[C@H]1C | 2.1
CS(=O)(=O)Nc1ccc2c(c1)[C@@H]1C[C@H](CC(=O)NCc3ccccn3)O[C@H](CO)[C@@H]1O2 | 0.5
COc1ccc(-c2cnc3c(c2)C(=O)N([C@H](C)CO)C[C@H](C)[C@H](CN(C)Cc2ccccn2)O3)cc1 | 3.3
C[C@@H]1CN([C@@H](C)CO)C(=O)c2cc(NS(=O)(=O)c3ccccc3)ccc2O[C@@H](C)CCCCO[C@@H]1CN(C)Cc1ccc(C(=O)O)cc1 | -3.6
CNC[C@H]1Oc2cc(C#Cc3ccccn3)ccc2S(=O)(=O)N([C@H](C)CO)C[C@H]1C | -0.4
CCCNC(=O)N1C[C@@H](C)[C@@H](OC)CN(C)C(=O)c2ccc(NC(=O)CCC)cc2OC[C@H]1C | -9.9
C[C@@H]1CN([C@H](C)CO)C(=O)Cc2cc(NC(=O)Nc3ccc(C(F)(F)F)cc3)ccc2O[C@H]1CN(C)C(=O)Nc1cccc2ccccc12 | -8.2
O=C(Cc1ccccn1)NCC[C@@H]1CC[C@H](NC(=O)Nc2ccccc2)[C@@H](CO)O1 | 4.1
